Source: PubChem BioAssay (National Center for Advancing Translational Sciences (NCATS))
FLuc counter = inhibits or activates purified firefly luciferase, miR-21 counter-screen; Potency, µM (doses to about 57.5 µM), inactives show at the highest dose activity change, negative = inhibition, actives largely listed as inhibitors; P08659; 360,000 compounds, 6.9% hits; purified FLuc, Km substrates, luminescence inhibition; active means well fitted inhibition curve with a large enough effect; inconclusive means small, poorly fitted or top-dose-only effect;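 further: plate controls were vehicle for no effect and reference inhibitor for full effect; nearly all actives have a fitted effect of over 55% in size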
Target sequence (P08659 whole entry, looked up): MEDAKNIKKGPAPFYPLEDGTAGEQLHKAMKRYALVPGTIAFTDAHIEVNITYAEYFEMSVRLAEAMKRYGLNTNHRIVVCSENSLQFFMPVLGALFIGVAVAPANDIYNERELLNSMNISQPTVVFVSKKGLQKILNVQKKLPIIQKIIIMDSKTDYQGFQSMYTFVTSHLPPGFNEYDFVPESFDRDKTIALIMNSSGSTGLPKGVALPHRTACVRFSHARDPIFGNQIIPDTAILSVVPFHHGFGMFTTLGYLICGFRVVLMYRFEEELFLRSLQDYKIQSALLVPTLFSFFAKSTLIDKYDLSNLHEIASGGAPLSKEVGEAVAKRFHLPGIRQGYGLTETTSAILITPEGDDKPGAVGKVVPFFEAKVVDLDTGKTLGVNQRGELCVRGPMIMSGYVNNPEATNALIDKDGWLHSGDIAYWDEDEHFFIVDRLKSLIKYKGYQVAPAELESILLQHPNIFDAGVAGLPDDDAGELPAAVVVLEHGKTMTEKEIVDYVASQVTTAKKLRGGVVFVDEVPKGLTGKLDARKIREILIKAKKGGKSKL
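Purified P. pyralis luciferase, 10 nM final, with Km-level 10 uM D-luciferin and 10 uM ATP in 50 mM Tris acetate pH 7.5, 10 mM Mg acetate, 0.01% Tween-20, 0.05% BSA; 6-point qHTS titration about 60 µM downward; luminescence read.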
* marks the source's active call; other numbers are inactive results; ? = inconclusive. Potency means the concentration at half of the fitted maximal effect. This is a subset. The share of hits here may be higher or lower than overall.

SMILES | FLuc counter
Cc1ccccc1NC(=O)CSC1=Nc2ccccc2C2=NC(Cc3ccccc3)C(=O)N12 (centres undefined) | 2%
COc1cc(NC(=O)CSc2nc3nc(C)c(Cc4ccccc4)c(C)n3n2)cc(OC)c1OC | -2%
CCN1CCN(CCCNC(=O)Cn2nc(C)n3c(cc4c(OC)cccc43)c2=O)CC1 | 4%
Cc1c(C(=O)N2CCCCCC2)c(S(=O)(=O)NCc2ccccc2)c(C)n1C | -2%
O=C(Nc1cccc(C(F)(F)F)c1)c1cc2nc(-c3ccc4c(c3)OCO4)cc(C(F)(F)F)n2n1 | 1%
CCn1cc(S(=O)(=O)c2ccc(OC)cc2)c(=O)c2cc(F)c(N3CCCCCC3)cc21 | -9%
CCOC(=O)Cc1ccc(NC(=O)NC(C)c2c(-n3cccc3)sc(C)c2C)cc1 (centres undefined) | 0%
CCOc1ccc(-c2nc(CNC(=O)NC3CCCCC3)c(C)o2)cc1 | -10%
Cc1ccc(CNC(=O)CCCCn2c(=O)c3ccccc3n(Cc3c(C)cc(C)cc3C)c2=O)cc1 | 4%
COc1ccc(CC(=O)Nc2sc3c(c2C(=O)Nc2cccc(C)c2)CCCCC3)cc1 | ?
CCC(=O)N1CCc2cc(Br)cc(S(=O)(=O)N3CCC(C(=O)Nc4ccccc4CC)CC3)c21 | 3%
COc1ccc(-c2cn3c(n2)sc2cc(C(=O)Nc4ccc(F)cc4)ccc23)cc1 | -11%
Cc1csc2nc(COC(=O)c3ccccc3NC(=O)c3ccc(C(C)(C)C)cc3)cc(=O)n12 | 2.7µM*
COc1ccccc1CNc1nc2ccc(Cl)cc2n2cnnc12 | 2%
Cn1nc(-c2ccc(OCC(=O)Nc3cccc(C(F)(F)F)c3)cc2)c2ccccc2c1=O | 1%
Cc1ccc(Cn2c(CN3CCC(C(=O)NCc4ccccc4C)CC3)cc3ccccc32)cc1 | -7%
CCc1ccc(C2C(C(=O)Nc3ccccc3C)=C(C)Nc3nc(SCc4cccc(OC)c4)nn32)cc1 (centres undefined) | -1%
Cc1cccc(C)c1NC(=O)C1CCN(S(=O)(=O)c2cccc3nsnc23)CC1 | -6%
Cn1c(-n2cccc2)c(-c2c(-c3ccccc3)[nH]c3c2c(=O)n(C)c(=O)n3C)c(=O)n(C)c1=O | -4%
Cc1ccc(OCC(=O)Nc2ccc(Cl)c(-c3nc4ccccc4[nH]3)c2)cc1C | -14%
CCOc1ccc(-c2cc3c(=O)n(CC(=O)NCc4ccc(OC)cc4)ccn3n2)cc1 | -25%
CCCCCCc1cc2cc(-c3cn4c(n3)sc3cc(OC)ccc34)c(=O)oc2cc1O | 0%
CCN1CCN(C(=O)c2ccc3c(c2)N(Cc2ccc(Cl)cc2)C(=O)c2ccccc2S3(=O)=O)CC1 | 2%
CCOc1ccc(C(=O)c2cn(CC(=O)Nc3ccc(F)c(F)c3)c3cc4c(cc3c2=O)OCCO4)cc1 | -2%
COc1ccc(OC(C)c2nc3ccccc3[nH]2)cc1 (centres undefined) | -2%
Cc1ccc(-n2c(SCC(=O)NCc3ccccc3)nc3c([nH]c4ccccc43)c2=O)cc1 | -3%
O=C(Nc1cccc2c1CCCC2)N1CCOc2ccc(Cl)cc21 | -19%
CC1CCN(C(=O)Cn2c(SCC(=O)Nc3ccc(F)cc3)nc3ccccc32)CC1 | -2%
CCOC(=O)C1CCN(C(=O)c2c(C)nn(-c3ccc(F)cc3)c2-n2cccc2)CC1 | 1%
COc1ccccc1CCNC(=O)CCc1c(C)c2cc3c(C)coc3cc2oc1=O | -2%

Entries from the list above containing an aryl thioether with sulfur outside any ring:
SMILES | FLuc counter
COc1cc(NC(=O)CSc2nc3nc(C)c(Cc4ccccc4)c(C)n3n2)cc(OC)c1OC | -2%
CCc1ccc(C2C(C(=O)Nc3ccccc3C)=C(C)Nc3nc(SCc4cccc(OC)c4)nn32)cc1 (centres undefined) | -1%
Cc1ccc(-n2c(SCC(=O)NCc3ccccc3)nc3c([nH]c4ccccc43)c2=O)cc1 | -3%
CC1CCN(C(=O)Cn2c(SCC(=O)Nc3ccc(F)cc3)nc3ccccc32)CC1 | -2%

Next compounds follow:
SMILES | FLuc counter
Cc1ccc(-n2c(=O)c3ccc(C(=O)NCc4ccccc4Cl)cc3n(Cc3ccccc3F)c2=O)cc1 | -1%
Cn1cc(-c2cc3n(n2)CCC(=O)N3CC(=O)NCc2ccc(Cl)cc2)c2ccccc21 | -5%
CC1(C)CC(=O)c2cc(C(=O)Nc3ccccc3Cl)c(=O)n(-c3ccc(Cl)cc3)c2C1 | 2%
CCCc1cnc2c(c1SCc1cccc(C)c1)c(=O)n(C)c(=O)n2C | -1%
O=C(Nc1nnc(N2CCCCCC2)s1)Nc1cc(F)ccc1F | -7%
CCn1cc(C(=O)OCC(=O)Nc2cc(OC)cc(OC)c2)c(=O)c2ccc(C)nc21 | 0%
N#Cc1cc2c(=O)n3ccccc3nc2n(-c2nnc(SCc3ccc(F)cc3)s2)c1=O | 1%
Cn1nnc2c(N3CCN(c4ccccc4)CC3)ncnc21 | -8%
CC(=O)c1cccc(Nc2nc(-c3ccccc3Cl)nc3ccccc23)c1 | -6%
C[C@@H](NC(=O)CN(c1ccccc1)S(=O)(=O)N(C)C)c1ccccc1 | -1%
COc1ccc(Cl)cc1NC(=O)Cn1c(=O)n(Cc2cccs2)c(=O)c2cccnc21 | -7%
O=C(NCCc1csc(-c2cccc(F)c2)n1)c1ccccc1C(F)(F)F | -1%
CSc1ncc2c(n1)-c1ccccc1N(Cc1ccccc1C)S2(=O)=O | 2%
Cc1c(C(=O)N(Cc2ccccc2F)C2CCS(=O)(=O)C2)oc2ccc(F)cc12 (centres undefined) | 5%
Cc1ccc(C(=O)NCCSc2c(C)[nH]c3ccccc23)cc1C | 4%
CCCNC(=O)C1CCN(c2cc(C)nc3c(-c4ccc(OC)c(OC)c4)c(C)nn23)CC1 | 0%
O=c1c(S(=O)(=O)c2ccccc2)cn(Cc2ccc(F)cc2)c2cc(N3CCCC3)c(F)cc12 | -2%
O=C(NC1CC(=O)N(c2cccc(F)c2)C1)c1ccc2c(c1)OCO2 (centres undefined) | 4%
CCOC(=O)c1c(NC(=O)c2cc(=O)c3cc(C)ccc3o2)sc2c1CCCC2 | 0%
Cc1cccc(CCNC(=O)C2CCC(CNS(=O)(=O)c3ccccc3)CC2)c1 (centres undefined) | -1%
COCCCNC(=O)c1ccc(Cn2c(=O)c3ccccc3n(CC(=O)Nc3ccc(C)cc3C)c2=O)cc1 | 2%
COCCNC(=O)c1ccc2c(c1)N(Cc1cc(C)ccc1C)C(=O)c1ccccc1S2(=O)=O | -6%
COc1ccc(-c2cc(C(F)(F)F)nc(NCc3ccc(Cl)cc3)n2)cc1 | -1%
CCCCOc1ccc(C(=O)Nc2sc3c(c2C(=O)OCC)CCCCC3)cc1 | -4%
CCOc1ccc(-c2nc3c(c(CC)nn3-c3ccccc3)c3cc(OC)c(OC)cc23)cc1 | 2%
CCOc1ccc(NS(=O)(=O)c2ccc3nc(-c4ccccc4)[nH]c3c2)cc1 | -24%
Cc1cc(C)nc(NS(=O)(=O)c2ccc(NC(=O)c3ccccc3O)cc2)n1 | ?
Cc1ccccc1Cn1c(=O)n(CCc2ccccc2)c(=O)c2c(C)c(C)sc21 | 4%
Cc1nn(Cc2noc(C(=O)NCc3cccc(F)c3)n2)c(C)c1Br | -4%
CCSC1=NC2(CCN(C(=O)NC3CCCCC3)CC2)N=C1c1ccc(C)c(C)c1 | -16%

Exported with each value named: entries from further up
molecule: Cc1cc(C)nc(NS(=O)(=O)c2ccc(NC(=O)c3ccccc3O)cc2)n1
  FLuc counter: ?
molecule: Cc1ccccc1Cn1c(=O)n(CCc2ccccc2)c(=O)c2c(C)c(C)sc21
  FLuc counter: 4%
molecule: Cc1nn(Cc2noc(C(=O)NCc3cccc(F)c3)n2)c(C)c1Br
  FLuc counter: -4%
molecule: CCSC1=NC2(CCN(C(=O)NC3CCCCC3)CC2)N=C1c1ccc(C)c(C)c1
  FLuc counter: -16%

Next records follow.
SMILES | FLuc counter
Cc1ccc(O)c(Nc2nc3ccccc3c3nncn23)c1 | -1%
COc1cc(-c2ccno2)ccc1S(=O)(=O)N1CCN(c2ccccc2)CC1 | 0%
N#Cc1ccccc1OCC(=O)N1CCN(c2ccccc2F)CC1 | 0%
CCc1ccc(NC(=O)Cn2c(=O)oc3cc(S(=O)(=O)N4CCCCCC4)ccc32)cc1 | ?
Cc1cc(SCC(=O)NCc2ccccc2Cl)nc(=O)[nH]1 | 6%
CC(C)(C)NC(=O)c1cnn(-c2ccccc2)c1C1CCN(C(=O)OC(C)(C)C)CC1 | -1%
COc1ccc(CCN2C(=O)c3oc4cc(C)cc(C)c4c(=O)c3C2c2ccc(F)cc2)cc1OC (centres undefined) | -7%
COCCNC(=O)CCCn1c(SCC(=O)Nc2cccc(C)c2)nc2c(sc3ccccc32)c1=O | 2%
CC(C)c1ccc(Nc2cc(C(=O)NCCc3ccccc3)c3ccccc3n2)cc1 | ?
Cc1ccccc1NC(=O)c1c(C)oc2ccc(O)c(CN(C)Cc3ccccc3)c12 | -18%
COc1cc(OC)cc(C(=O)Nc2cc3nn(-c4ccccc4)nc3cc2Cl)c1 | 5.4µM*
Cc1cccc(C(=O)NNc2ncnc3c2cnn3-c2ccc(C)cc2C)c1 | -8%
CCc1cccc(NC(=O)CN2C(=O)COc3ccc(S(=O)(=O)N4CCC(C)CC4)cc32)c1 | 6%
CC(=O)N1c2ccccc2CC1C(=O)N1CCN(c2ccccc2)CC1 (centres undefined) | 3%
COc1ccc(OC)c2sc(N(CCCN(C)C)C(=O)c3ccco3)nc12 | -1%
Cc1cccc(-n2ncc3c(NCCOCCO)ncnc32)c1 | 19µM*
COc1cccc(CNC(=O)Cn2ncn3c(cc4ccccc43)c2=O)c1 | 4%
Cc1ccccc1OCC(=O)Nc1ccc2nc(SCc3ccccc3)sc2c1 | -2%
CCOC(=O)c1ccccc1NC(=O)CSc1ccc(-c2sc(C)nc2C)nn1 | -13%
O=C1CCSC2(C(=O)N(Cc3ccc(F)cc3)c3ccccc32)N1c1ccc(Cl)cc1 (centres undefined) | -15%
COc1ccccc1N1CCN(C(=O)CCc2nnc3n(C)c(=O)c4sccc4n23)CC1 | -5%
COc1ccccc1NC(=O)C1=C(C)Nc2c(C(=O)Nc3cccc(C)c3)cnn2C1c1ccccc1C (centres undefined) | -1%
Cc1cc2c(cc3c(SCC(=O)Nc4ccc(Cl)cc4F)nncn32)o1 | -11%
COc1ccc(Cn2c(SCc3ccc(C(=O)NCc4ccc(C)cc4)cc3)nc3cccnc32)cc1 | ?
Cc1ccc(CSc2nnc3[nH]c(=O)cc(C)n23)cc1 | -2%
CCOc1ccccc1NC(=O)Cn1c(=O)n(C(C)C)c(=O)c2oc3ccccc3c21 | 0%
Cc1ccc(C(=O)c2oc3ccccc3c2NC(=O)c2cc(=O)c3cc(C)ccc3o2)cc1 | -4%
O=S(=O)(c1ccc(-c2cc(C(F)(F)F)on2)s1)N1CCN(c2ccccc2)CC1 | -1%
CCOc1ccccc1NC(=O)Cc1coc2c(C)c(C)ccc12 | -15%
N#Cc1ccc(NC(=O)C2Cc3ccccc3CN2S(=O)(=O)c2ccc(F)cc2)cc1 (centres undefined) | -3%
CNS(=O)(=O)c1cn(CC(=O)N2CCN(c3cc(C)ccc3C)CC2)cc1S(=O)(=O)NC | -2%
CCn1cc(C(=O)OCC(=O)Nc2cccc(C(C)=O)c2)c(=O)c2ccc(C)nc21 | -4%
CCOC(=O)c1c(C)[nH]c(CCC(=O)NCc2ccc(OC)c(OC)c2)c1C | -3%
COc1ccc(N2CC(NC(=O)/C=C\c3ccccc3)CC2=O)cc1OC (centres undefined) | 1%
CCc1ccc(NC(=O)CSc2nc(C)cc(COC)c2C#N)cc1 | 6%
Cc1cc2cc(CCNS(=O)(=O)c3ccc(Br)cc3)c(=O)[nH]c2cc1C | -10%
CC(C)c1cc(-c2nc(-c3cccc(Cl)c3)no2)n[nH]1 | 6.7µM*
CCCCN(CC)C(=O)Cn1c(=O)n(-c2ccc(OCC)cc2)c(=O)c2c3c(sc21)CCC3 | -9%
CCc1ccc(C2=C(C)C(N3CCC(C(=O)NCc4ccccc4)CC3)=NS2(=O)=O)cc1 | -5%
COc1cc(C2c3c(oc4ccccc4c3=O)C(=O)N2c2nncs2)cc(OC)c1OC (centres undefined) | 1%
COc1ccc(N(C(=O)/C=C\C(=O)Nc2ccc(Cl)cc2)C(C(=O)NCc2ccco2)c2ccc(C)cc2)cc1 (centres undefined) | -9%
Cc1ccc(C(=O)Nc2c(-c3ccccc3)nc3ccccn23)cc1 | -1%
Cc1ccc2c(c1)c1c(c(=O)n(-c3ccccc3C)c(=O)n1CC(=O)NCCC1=CCCCC1)n2C | -11%
CCOc1cc(C(c2c(C)[nH]n(-c3ccccc3)c2=O)c2c(C)[nH]n(-c3ccccc3)c2=O)ccc1O | 12µM*
Cc1ccccc1C(=O)Nc1cc2c(cc1N1CCOCC1)n(C)c(=O)n2C | -1%

Copied from the list:
`Cc1ccc(C(=O)Nc2c(-c3ccccc3)nc3ccccn23)cc1` @ FLuc counter = -1%
`Cc1ccc2c(c1)c1c(c(=O)n(-c3ccccc3C)c(=O)n1CC(=O)NCCC1=CCCCC1)n2C` @ FLuc counter = -11%

Later entries:
SMILES | FLuc counter
CCC1=Nc2cc(C(=O)NC(C)c3ccccc3)ccc2Sc2ccc(Cl)cc21 (centres undefined) | 9%
O=C(CSc1nc2c([nH]c3ccccc32)c(=O)n1-c1ccc(Cl)cc1)NCC1CCCO1 (centres undefined) | 0%
Cc1ccc(S(=O)(=O)c2nc(-c3ccco3)oc2SCc2ccccc2Cl)cc1 | -2%
CCOc1ccc(/C=C/c2nc(C#N)c(Nc3ccc(OCC)cc3)o2)cc1 | 5%
Cc1ccc(NC(=O)C2CCCN(c3nc4ccccc4s3)C2)c(C)c1 (centres undefined) | 2%
O=S(=O)(c1ccccc1)c1nc(-c2ccco2)oc1SCc1ccc(F)cc1 | -15%
